Arrestin-AP2 inh: human beta-arrestin and AP2 interaction inhibition | 340,000 compounds, 0.31% hits | inhibition, % at 10 µM | AID 504490 | FITC-arrestin peptide / GST-AP2 beads, flow cytometry; AP2 beta2 appendage carries R879A mutation;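 active = inhibition above a set limit, near 3 SD of compounds lacking own fluorescence, cut at about 54% in these data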;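 also: plate controls were DMSO wells for no effect and 5 µM unlabelled arrestin peptide for full effect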
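System: GST-tagged AP2 beta2-adaptin appendage (R879A) on 4 µm glutathione beads / Reagent: FITC-arrestin peptide, 50 nM / Detection: HyperCyt-sampled flow cytometry, FL1 channel, ex 488/em 535 nm / Timing: 12 min plus 1 h, RT / Buffer or medium: PBS plus Tween 20 (0.05%) and BSA (0.1%)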
Keap1-Nrf2 PPI: inhibitors of human Keap1-Nrf2 protein-protein interaction | Keap1 Kelch-Nrf2 peptide fluorescence polarization, 1536-well | inhibition, % at 9.4 µM | 340,000 compounds, 0.15% hits | AID 504523; in the data active = inhibition above about 12%; inconclusive = no clear call, values can overlap the other calls; inactive = below about 7.3%;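 also: human Keap1 Kelch domain with fluorescein labeled Nrf2 9mer peptide probe; 0% = neutral control wells and 100% = peptide positive control; higher means more block of Keap1 binding to Nrf2 peptide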
cardiac RTF act: cardiac RTF calcium sensitization | 340,000 compounds, 0.24% hits | activation, % at 7.2 µM | IANBD-labeled TnC RTF fluorescence at EC20 calcium; 0% EC20 calcium, 100% full calcium;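 active = activation above the mean over all tested compounds plus 3 SD, cut at about 30% in these data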;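 also: rise in fluorescence read as greater calcium sensitivity of cardiac thin filaments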
Cardiac RTF inh: cardiac RTF calcium desensitization; IANBD-labeled cardiac RTF, Ca2+ fluorescence; P19429+P45379; 340,000 compounds, 0.12% hits; inhibition, % at 7.15 µM; AID 493244;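 active = inhibition above the mean inhibition of all tested compounds plus 3 SD, cut at about 17% in these data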;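 also: assay run at fixed EC70 calcium of 1.6 mM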
C-LANA FP: KSHV C-LANA DNA binding inhibition; 340,000 compounds, 0.078% hits; MBP-C-LANA/FAM-LBS DNA binding, fluorescence polarization; inhibition, % at 9 µM; AID 504423;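 active = highest replicate inhibition at or above 60% at 9 µM, even if other replicates fall short; inactive = all replicates below 60% inhibition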;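 also: 0% = neutral control wells and 100% = 4 µM acridine orange control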
DSG3 Ab inh: blocks pemphigus antibody binding to human desmoglein-3 | 310,000 compounds, 0.48% hits | DSG3-coupled beads, scFv-anti-DSG3-GFP binding, flow cytometry; active compounds read low | AID 588358 | binding (percent of control), % at 10 µM | P32926;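 active = binding more than 3 SD below its plate's average and above zero; inconclusive = below that plate limit but binding exactly zero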;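 also: hits lower antibody fragment binding to DSG3; some compounds called inactive have numbers as strong as hits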
MOR-DOR ag: agonists of human mu-delta opioid receptor heterodimerization; AID 504326; activation, % at 9.3 µM; 340,000 compounds, 0.3% hits; P35372+P41143; cells, OPRM1-OPRD1 heterodimerization, luminescence; in the data active = activation above about 18%;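 also: 0% = vehicle-treated cells and 100% = reference agonist; values of inactives mirror those of a sister screen read the other way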
Target sequence (P35372 whole entry, looked up): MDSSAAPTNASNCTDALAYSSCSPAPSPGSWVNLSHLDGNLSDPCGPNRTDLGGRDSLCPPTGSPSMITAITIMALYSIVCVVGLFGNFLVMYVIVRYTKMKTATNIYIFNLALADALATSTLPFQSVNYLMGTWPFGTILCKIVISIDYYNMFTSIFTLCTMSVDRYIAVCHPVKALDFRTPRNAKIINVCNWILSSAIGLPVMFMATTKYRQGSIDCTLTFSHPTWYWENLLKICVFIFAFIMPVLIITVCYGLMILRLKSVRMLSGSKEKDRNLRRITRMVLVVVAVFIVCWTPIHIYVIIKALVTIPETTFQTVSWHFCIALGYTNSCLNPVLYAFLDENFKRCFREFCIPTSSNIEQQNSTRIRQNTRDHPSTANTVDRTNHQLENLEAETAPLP
Target sequence (P41143 whole entry, looked up): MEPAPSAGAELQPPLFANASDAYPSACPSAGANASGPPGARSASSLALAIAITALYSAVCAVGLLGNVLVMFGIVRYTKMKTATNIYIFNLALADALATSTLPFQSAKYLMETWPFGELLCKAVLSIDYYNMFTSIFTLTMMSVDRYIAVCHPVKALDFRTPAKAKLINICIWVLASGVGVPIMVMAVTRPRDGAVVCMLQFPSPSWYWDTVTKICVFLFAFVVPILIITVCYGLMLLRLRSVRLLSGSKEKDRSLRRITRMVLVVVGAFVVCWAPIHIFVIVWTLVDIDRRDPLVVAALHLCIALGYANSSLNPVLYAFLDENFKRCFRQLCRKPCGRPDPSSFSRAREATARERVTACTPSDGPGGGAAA
Wnt act: Wnt/beta-catenin pathway activation; Wnt/beta-catenin reporter cell assay, activator, plate reader; activation, % at 9.35 µM; 300,000 compounds, 1.2% hits; AID 743398; in the data active = activation above about 30%, passing the limit was not always enough; inconclusive = no clear call, values can overlap the other calls;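 also: 0% = neutral control wells and 100% = positive control wells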
OPRM1-OPRD1 inv: mu-delta opioid heterodimer inverse agonism. cell-based MOR-DOR heterodimer luminescence. 340,000 compounds, 0.21% hits. AID 504357. inhibition, % at 9.3 µM; in the data active = inhibition above about 22%, passing the limit was not always enough;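 also: 0% = cells with DMSO and 100% = wells without cells with DMSO; values of inactives mirror those of a sister screen read the other way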
V-ATPase pH: alters yeast V-ATPase proton transport; S. cerevisiae, pHLuorin cytosolic pH fluorescence; response, % at 10 µM; 350,000 compounds, 0.37% hits; AID 504577; in the data active = response mostly above about 7.3%, no sharp cut-off; inactive = mostly below about 5.4%; also: actives read high; inactives centre near 0; some compounds called inactive have numbers as strong as hits; reference of the scale not given here
* hit, by the source's call; ? = inconclusive; nt = not tested or not shown.

SMILES	Arrestin-AP2 inh	Keap1-Nrf2 PPI	cardiac RTF act	Cardiac RTF inh	C-LANA FP	DSG3 Ab inh	MOR-DOR ag	Wnt act	OPRM1-OPRD1 inv	V-ATPase pH
CC1N(C)c2cc(NC(=O)c3cccs3)c(P(=O)(Nc3ccc([N+](=O)[O-])cc3)N3CCOCC3)cc2C1(C)C (centres undefined)	40	1	-2	-16	-0.2	101	-1.6	-2	9	-1
COc1ccc(N(CC(=O)NCCC2=CCCCC2)S(=O)(=O)c2c(C)[nH]c(=O)[nH]c2=O)cc1	31	-1	-3	-6	-1.4	92	-1.8	-2	9	6
CCOc1ccc(-n2cnnn2)cc1S(=O)(=O)NCCc1ccc(OC)c(OC)c1	0	-4	3	-7	-2.0	99	-0.9	nt	5	5
O=C(O)Cn1cc(/C=C2\SC(=O)N(c3ccccc3)C2=O)c2ccccc21	6	0	-1	-3	-0.3	96	-1.0	-1	5	9
COC(=O)c1nn(-c2cccc(C(F)(F)F)c2)c(=O)cc1Sc1ccccn1	1	-6	0	-3	-0.8	nt	-0.5	nt	3	0
Cc1cc(C)c(OCC(=O)N2CCN(c3ncc(C(F)(F)F)cc3Cl)CC2)c(C)c1	9	-2	0	-1	0.3	101	2.5	-1	-13	0
CC1CCCC(NC(=O)CSC2=Nc3ccccc3C3CC=NN23)C1C (centres undefined)	39	0	-1	-12	-2.2	nt	-1.2	1	5	-3
CCNC(=O)NC(=O)C(C)OC(=O)[C@H](C)NS(=O)(=O)c1c(C)c(C)cc(C)c1C (some centres undefined)	13	4	6	-1	0.1	90	-0.5	4	2	0
O=C(Nn1c(O)c(C=C2N=c3ccccc3=N2)sc1=S)c1ccccc1	34	-1	7	0	0.6	91	3.4	nt	-18	7
Nc1nnnn1/N=C/c1ccccc1OCc1ccc(Cl)cc1	9	-3	4	-8	0.2	nt	0.5	7	-2	4
N#Cc1ccc(-c2cccs2)nc1SCc1cccnc1	-11	nt	nt	nt	nt	99	nt	-10	nt	0
Cn1cc(/C=C(\NC(=O)c2ccccc2)C(=O)NCCN2CCOCC2)c2ccccc21	-1	-10	-2	-13	-2.0	106	-2.4	2	12	5
O=C(Cn1cc(C(F)(F)F)ccc1=O)N/N=C/c1ccccc1	23	1	-3	-4	-3.0	76	-3.1	-1	14	1
C/C(Cn1nnc([N+](=O)[O-])n1)=N\NC(=O)c1ccccc1O	3	-2	-1	-8	2.9	106	8.0	4	-42	6
Cc1cccc(-n2ncc(C(=O)NC3CCCC3)c2C2CCN(C(=O)OC(C)(C)C)CC2)c1	7	0	3	-10	-0.3	nt	1.0	0	-5	-5
CCc1cccc2c(C(=O)COC(=O)c3ccc([N+](=O)[O-])s3)c[nH]c12	12	-4	-6	2	-0.4	102	14	-37	-96	0
Nc1ccc(N2CCOCC2)cc1C(F)(F)F	12	-4	2	-13	-0.3	112	-0.5	-1	2	1
O=c1oc2ccccc2n1Cc1ccccc1	0	-3	2	3	-2.3	99	-3.8	0	20	2
CC1(C)C(=O)Nc2ccccc2N1C(=O)COc1ccccc1C#N	12	0	-1	2	0.4	124	-1.9	-2	10	0
COC(=O)N/N=C/c1cc(Br)ccc1O	-21	0	8	-3	-2.8	99	-0.9	0	4	1
CC(C)(C)C(=O)Nc1c2c(nc3c1CCC3)CCCC2	21	-1	-5	-7	1.4	109	-2.9	nt	13	-6
CC(=O)N1CCCC1(C(=O)O)c1ccccc1 (centres undefined)	4	0	-2	-2	-1.9	103	0.2	-1	-1	-2
CN(Cc1ccccc1)S(=O)(=O)c1ccc(Cl)c(C(=O)NCCCN2CCOCC2)c1	3	-5	-2	1	-0.6	103	-1.0	57*	5	-6
COc1ccc(NC(=O)C2CCCN2S(=O)(=O)c2ccc3c(c2)CCC(=O)N3)c(OC)c1 (centres undefined)	1	5	11	-1	11	105	-2.6	-2	14	6
O=S(=O)(Nc1ccc(Cl)cc1)c1ccc(N2CCOCC2)c(NC(=S)NCCN2CCOCC2)c1	0	-9	0	-2	-1.4	111	-1.6	0	8	-1
Cc1cccc(Nc2ncc3c(n2)CC(C)CC3=O)c1 (centres undefined)	-1	-4	5	-3	-0.8	106	0.2	nt	-1	-4
CCN1C(=O)C(NC(C)=O)c2cc(Br)ccc21 (centres undefined)	3	-3	-3	-7	6.5	104	-3.7	-1	17	2
CC(OC(=O)c1cccc(N(C)C)c1)C(=O)N1CCc2ccccc2C1 (centres undefined)	0	2	3	0	0.2	nt	-2.2	3	11	1
CCCOc1ccc(NC(=O)C2CC(=O)N/C(=N/N=C(C)/C=C/c3ccc(N(C)C)cc3)S2)cc1 (centres undefined)	-3	-9	7	-9	1.1	112	1.6	nt	-8	-5
CCOC(=O)C1(Cc2cccc(Cl)c2)CCCN(C(=O)c2cc(C)[nH]n2)C1 (centres undefined)	15	2	8	4	-1.4	122	-2.6	-1	15	-1
COC(=O)[C@H](CCSC)NC(=O)Nc1cccc(Br)c1	0	1	4	3	-0.6	110	-0.8	1	4	-1
CCc1nc(SCC(=O)c2ccc3c(c2)OCCO3)c2ccccc2n1	1	-7	4	1	-0.5	105	1.2	nt	-6	3
CCCc1c(O)nc(SC2CC(=O)N(c3ccc(C)c(Cl)c3)C2=O)[nH]c1=O (centres undefined)	14	nt	nt	nt	nt	104	nt	2	nt	1
OC(COC(c1ccc(F)cc1)c1ccc(F)cc1)CN1CCc2ccccc2C1 (centres undefined)	-3	3	4	-4	1.9	103	8.2	-3	-43	1
S=C(Nc1cccnc1)NC1CCCC1	27	5	1	5	-2.2	99	-0.7	1	3	-2
Cc1ccc(S(=O)(=O)NC(=NCC(=O)O)c2ccccc2)cc1	28	7	-8	3	5.5	106	-0.6	nt	3	-5
CC(=O)NS(=O)(=O)c1ccc(NC(=S)NC(=O)C2CCC2)cc1	20	-5	-4	-3	0.7	114	-3.3	0	19	4
O=C(Nc1ccnn1C1CCN(Cc2ccc(CO)o2)CC1)c1ccccc1	16	-1	-3	-4	0.7	96	-1.9	-2	10	-8
CCOC(=O)N1CCN(C(=O)CSc2nnc(C3COc4ccccc4O3)o2)CC1 (centres undefined)	8	0	-6	-1	-1.9	105	-1.3	-1	7	1
Cc1cc(C)c2c(c1)c1nnc(SCCN3CCCCC3)nc1n2C	2	-1	1	2	-8.6	105	0.0	2	0	-3
O=C(COC(=O)c1ccc(O)cc1)Nc1cccc(S(=O)(=O)NC2=NCCC2)c1	0	3	0	3	0.7	75	-4.1	-2	18	0
O=C(NNC(=O)c1cccnc1Cl)c1ccc(F)cc1	-14	-8	-5	-2	-1.6	114	-2.1	-2	11	5
COc1cc(C2C(C#N)=C(N)Oc3n[nH]c(-c4cccnc4)c32)ccc1OCC(N)=O (centres undefined)	-6	-7	3	-4	-1.5	94	-1.9	0	10	2
Cn1c(=O)c2c(nc(N3CCN(Cc4ccccc4)CC3)n2CCCc2ccccc2)n(C)c1=O	2	-5	5	8	-0.7	103	1.3	-1	-7	1
O=C(O)[C@H]1CCCC[C@H]1C(=O)NCCc1ccccc1	-6	1	-2	-9	-0.2	92	-1.4	nt	8	-5
COCCN(C(=O)/C=C/c1ccccc1)c1c(N)n(Cc2ccccc2)c(=O)[nH]c1=O	7	-5	10	-19	-0.4	111	-0.8	-2	4	2
COc1cc(OC)cc(C(=O)N[C@H](C(=O)OCC(=O)N2CCc3ccccc32)C(C)C)c1	14	-5	7	1	-1.0	100	-2.2	0	12	0
O=C(NCc1ccc(Cl)cc1Cl)C(=O)N1CCCCC1	-10	-5	7	-1	0.2	106	-1.6	nt	10	4
CC(C)CCNC(=O)CN(Cc1ccccc1Cl)C(=O)CCC(=O)Nc1ccccn1	6	-2	-2	-8	-1.0	nt	-1.8	0	13	0
O=C(Cc1cn(Cc2cccc(Cl)c2)c2ccccc12)N1CCCC1	-13	-3	-3	5	-0.2	112	-0.1	-12	1	1
(list continues)
SMILES	Arrestin-AP2 inh	Keap1-Nrf2 PPI	cardiac RTF act	Cardiac RTF inh	C-LANA FP	DSG3 Ab inh	MOR-DOR ag	Wnt act	OPRM1-OPRD1 inv	V-ATPase pH
CCN(CC)S(=O)(=O)c1ccc(C)c(NC(=O)COC(=O)[C@@H]2CCCN2C(=O)c2cccs2)c1	6	4	4	-1	1.1	101	-0.9	-1	4	-1
CC(CCc1ccco1)NC(=O)Cn1nc(Cc2ccncc2)c2ccccc2c1=O (centres undefined)	2	5	2	-1	1.6	100	-0.8	-3	5	0
COc1cccc(NC(=O)CCN2C(=O)c3ccc([N+](=O)[O-])cc3C2=O)c1	5	-6	-4	-5	-1.2	88	6.4	-3	-42	-4
CSc1nnc(-c2nnc(SC)n2-c2ccccc2)n1-c1ccccc1	-3	-3	0	-2	-0.5	97	-2.5	nt	13	-1
O=C(N/N=C/c1sc2ccccc2c1O)c1ccccc1	3	-52	47*	-46	-16	110	1.0	nt	-5	4
COC(=O)CN1C(=O)S/C(=C/c2cc(C)n(C)c2C)C1=O	34	-2	-1	-2	0.8	106	-4.9	?	23	2
COc1cccc(-c2cc(C(=O)NCCCn3ccnc3)no2)c1	-2	-11	15	-13	0.9	109	0.6	13	-3	4
Cc1ccccc1OCCC(=O)Nc1cccc(S(=O)(=O)Nc2ccccc2Cl)c1	-4	-2	3	-6	-0.5	115	1.6	-1	-9	1
CS(=O)(=O)N(Cc1ccc(C(=O)NCCSc2ccccn2)cc1)c1ccccc1	4	-5	0	-17	-0.3	93	0.1	nt	-1	3
O=C(COC(=O)c1ccc(Br)o1)NCc1cccs1	-3	-4	5	-6	1.0	101	-3.6	nt	16	0
CN(CC(=O)O)S(=O)(=O)c1cccs1	-5	-4	1	-3	2.4	101	-2.5	-6	14	3
COc1cccc(C2=CC(c3cccs3)n3nnnc3N2)c1 (centres undefined)	-2	15*	6	-24	32	98	0.4	nt	-3	-2
Cc1cc(C)c(C)c(C(=O)C2OC(=O)C(C)(C)C(=O)C2(C)C)c1C (centres undefined)	0	1	-1	-8	0.3	101	-1.0	-2	5	0
Cc1ccc(NC(=O)CCN2CCN(C/C=C/c3ccccc3)CC2)cc1C	0	0	-2	-5	1.1	100	-1.5	nt	8	-3
COCCn1c(=N)c(C(=O)NCCc2ccc(OC)cc2)cc2c(=O)n3cccc(C)c3nc21	4	-3	7	-1	-3.7	113	-3.6	nt	18	-2
COc1ccc(CC(=O)OCC(=O)Nc2ncc(Cl)cc2Cl)cc1	5	-6	0	-5	2.6	109	0.1	-2	-1	2
CCOC(=O)c1cnc2c(ccc3ccccc32)c1NCCO	-2	-2	-6	-4	0.3	108	-1.0	-12	4	5
Cc1cc(C)c(NC(=O)CC(C)(C)C)c(Cl)c1	18	3	0	5	-1.9	107	-1.6	nt	8	-2
C=CCn1c(=O)c(C(=O)NCc2ccc3c(c2)OCO3)c(O)c2ccccc21	53	-1	-3	-2	5.8	101	3.9	0	-18	-7

Source: PubChem

No enrichment for hits. About 3.1% of those tested had a hit in this group.
